# PAFAH2 inh – PAFAH2 (human) inhibition. recombinant PAFAH2, FP-rhodamine activity probe, fluorescence polarization. inhibition, % at 3.39 µM. 340,000 compounds, 0.99% hits. AID 492956;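 active = inhibition above the mean over all tested compounds plus 3 SD, cut at about 30% in these data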;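 also: inhibitors block probe labeling of enzyme so polarization drops; 0% = enzyme with DMSO and 100% = wells lacking PAFAH2 protein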
# PAFAH1B3 FP inh – PAFAH1B3 (human) inhibition; AID 492972; 340,000 compounds, 0.28% hits; Q15102; recombinant PAFAH1B3, FP-rhodamine probe, fluorescence polarization; inhibition, % at 3.39 µM;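 active = inhibition above the screen-wide average of all tested compounds plus 3 SD, cut at about 25% in these data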;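 also: 0% = enzyme with DMSO only and 100% = wells lacking PAFAH1B3 protein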
# Target sequence (Q15102 whole entry, looked up): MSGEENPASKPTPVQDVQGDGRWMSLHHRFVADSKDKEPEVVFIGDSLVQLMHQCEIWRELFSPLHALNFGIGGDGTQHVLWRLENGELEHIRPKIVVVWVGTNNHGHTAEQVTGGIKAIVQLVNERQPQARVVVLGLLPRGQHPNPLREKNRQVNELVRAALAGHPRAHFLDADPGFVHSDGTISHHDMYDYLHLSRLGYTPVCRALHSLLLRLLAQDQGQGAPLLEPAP
# PAD4 FP inh – inhibitors of human PAD4 | inhibition, % at 6.36 µM | 330,000 compounds, 0.41% hits | Q9UM07 | recombinant PAD4, RCA probe fluorescence polarization;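 active = percent inhibition above a cutoff equal to the mean of all tested compounds plus 3 SD, cut at about 15% in these data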;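 also: 0% = PAD4 with RCA probe and DMSO and 100% = probe without PAD4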
# PREPL inhibitor – inhibitors of human prolyl oligopeptidase-like enzyme PREPL; Q4J6C6; recombinant PREPL, fluorescence polarization activity-based probe; inhibition, % at 5.96 µM; 320,000 compounds, 0.68% hits; in the data active = inhibition above about 43%;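 also: 0% = enzyme with DMSO and 100% = wells lacking enzyme; many of its hits are not listed in these tables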
# Target sequence (Q4J6C6 whole entry, looked up): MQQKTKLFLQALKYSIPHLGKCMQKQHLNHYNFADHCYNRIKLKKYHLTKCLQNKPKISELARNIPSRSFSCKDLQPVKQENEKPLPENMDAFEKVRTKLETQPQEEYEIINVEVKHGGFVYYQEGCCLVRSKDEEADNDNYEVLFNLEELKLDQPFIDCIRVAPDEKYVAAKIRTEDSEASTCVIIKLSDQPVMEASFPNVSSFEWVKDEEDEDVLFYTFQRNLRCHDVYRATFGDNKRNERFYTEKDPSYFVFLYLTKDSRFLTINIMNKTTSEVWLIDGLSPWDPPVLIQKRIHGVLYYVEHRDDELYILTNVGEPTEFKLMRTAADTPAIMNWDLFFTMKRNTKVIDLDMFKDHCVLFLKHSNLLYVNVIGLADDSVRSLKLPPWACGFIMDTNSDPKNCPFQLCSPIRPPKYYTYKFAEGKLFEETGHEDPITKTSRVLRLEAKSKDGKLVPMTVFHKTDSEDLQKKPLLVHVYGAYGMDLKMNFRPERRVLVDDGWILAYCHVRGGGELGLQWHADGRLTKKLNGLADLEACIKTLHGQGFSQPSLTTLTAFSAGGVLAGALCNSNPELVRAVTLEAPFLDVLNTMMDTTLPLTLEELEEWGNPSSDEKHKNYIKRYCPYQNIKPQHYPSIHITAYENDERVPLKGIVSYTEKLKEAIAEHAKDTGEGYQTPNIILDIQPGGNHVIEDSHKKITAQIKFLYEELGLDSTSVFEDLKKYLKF
# An asterisk follows results filed as active; / = not tested or not shown. Some of the compounds tested (hit frequency here may not be typical).
SMILES,PAFAH2 inh,PAFAH1B3 FP inh,PAD4 FP inh,PREPL inhibitor
C[C@]12CCC3C(CC[C@H]4C[C@H](O)CC[C@]34C)C1C[C@@H](CCCCl)[C@@H]2O (stereo partly drawn),/,/,-4,5
C[C@]12CCC3C(CC[C@H]4C[C@@H](O)CC[C@]34C)C1C[C@H](Br)[C@@H]2O (stereo partly drawn),/,/,2,11
C[C@@H]1CCC2[C@@H](C)C(=O)O[C@@H]3OC4(C)CCC1[C@@]23OO4 (stereo partly drawn),/,/,-6,16
C#C[C@]1(O)[C@H](O)CC2C3CC[C@H]4C[C@@H](O)CC[C@]4(C)C3CC[C@@]21C (stereo partly drawn),/,/,3,4
CCN(CC)C(=O)c1ccc2c(c1)C1C=CCC1C(C(=O)O)N2 (stereo not drawn),40*,40*,/,/
CC(=O)C1(O)CCC2C3CCC4=C(Cl)C(=O)CCC4(C)C3CCC21C (stereo not drawn),3,-1,/,/
CCOC(=O)C1(c2ccccc2)CCN(CCc2ccc(NC(=O)CCC(=O)O)cc2)CC1,4,0,/,/
O=C1NC(=O)C(=CCc2ccccc2)C(=O)N1,-6,6,/,/
CC(C)c1ccc(C2NCc3ccccc3-n3cccc32)cc1 (stereo not drawn),-6,11,/,/
c1ccc(CCN2CCCCC2)nc1,10,3,/,/
CNc1cc(Cl)c2nonc2c1[N+](=O)[O-],7,8,/,/
O=[N+]([O-])c1ccc(C(c2ccc([N+](=O)[O-])cc2)c2ccc([N+](=O)[O-])cc2)cc1,0,3,/,/
CC12Cc3cn[nH]c3C=C1CCC1C2CCC2(C)C1CCC2(C)O (stereo not drawn),-8,5,/,/
S=P(NCCNP(=S)(N1CC1)N1CC1)(N1CC1)N1CC1,6,8,/,/
O=P(Oc1ccc(Cl)cc1)(N1CC1)N1CC1,-1,6,/,/
O=C1NC(=S)NC(=O)C1c1ccccc1,2,0,/,/
CC[n+]1c(-c2ccccc2)c2cc(N)ccc2c2ccc(N)cc21,82*,90*,/,/
c1ccc(C(c2ccccc2)c2cccnc2)cc1,8,6,/,/
CCC1([N+](=O)[O-])COP(N)(=O)OC1 (stereo not drawn),-1,-1,/,/
CN1CCCC1c1ccc(=O)[nH]c1 (stereo not drawn),12,12,/,/

# Exported tab-delimited: part of the list above
Structure	PAFAH2 inh	PAFAH1B3 FP inh	PAD4 FP inh	PREPL inhibitor
O=P(Oc1ccc(Cl)cc1)(N1CC1)N1CC1	-1	6	/	/
O=[N+]([O-])c1ccc(C(c2ccc([N+](=O)[O-])cc2)c2ccc([N+](=O)[O-])cc2)cc1	0	3	/	/
O=C1NC(=S)NC(=O)C1c1ccccc1	2	0	/	/
CCC1([N+](=O)[O-])COP(N)(=O)OC1 (stereo not drawn)	-1	-1	/	/

# Additional results follow:
SMILES,PAFAH2 inh,PAFAH1B3 FP inh,PAD4 FP inh,PREPL inhibitor
CC1=C2C(=O)C3C(CC=C4CC(O)CCC43C)C2CCC12OC1CC(C)CNC1C2C (stereo not drawn),11,10,/,/
COc1ccc(CN2Cc3cnnn3-c3ccccc3C2c2ccccc2)cc1 (stereo not drawn),-2,8,/,/
CC(=O)O[C@H]1CCC2C3CC[C@H]4[C@@H](O)[C@H](O)CC[C@]4(C)C3CC[C@@]21C (stereo partly drawn),0,7,/,/
O=c1[nH]cnc2nc(-c3ccc(N(CCCl)CCCl)cc3)[nH]c12,0,3,/,/
COc1ccc2c(c1)C(c1ccc(N(CCCl)CCCl)cc1)=NCC2,1,7,/,/
O=C1CC=C2C3CC4N(CCC45c4cc(O)c(O)cc4N1C25)CC3=CCBr (stereo not drawn),16,11,/,/
O=C(O)C1C2c3ccccc3C(=O)C1(C(=O)O)c1ccccc12 (stereo not drawn),2,-1,/,/
O=C1NC(=O)C(Cc2ccccc2)C(=O)N1,-2,13,/,/
CN1C(=O)CCC2(C)C1=CCC1C2CCC2(C)C1CCC2(C)O (stereo not drawn),-5,1,/,/
O=P(O)(O)CN1CCNCCN(CP(=O)(O)O)CCNCC1,-3,12,/,/
CCOC(=O)CC1c2ccccc2-n2nncc2CN1C (stereo not drawn),-1,9,/,/
C#C[C@@]1(O)CCC2C3CCC4=C/C(=N/OCC(=O)NC(C(=O)NC(CC(C)C)C(=O)O)C(C)C)CC[C@]4(C)C3CC[C@@]21C (stereo partly drawn),2,6,/,/
CCN1CCOC(c2ccccc2)C1 (stereo not drawn),-4,5,/,/
CCC(=O)OC1CCC2C3CCC4CC(=O)C=CC4(C)C3CCC12C (stereo not drawn),1,7,/,/
CC(C)N(C(=O)CCl)c1ccccc1,-3,5,/,/
O=C(NCCCN1CC1)Nc1cccc2ccccc12,-3,-8,/,/
O=C1Nc2ccc(Br)cc2C(c2ccc(Cl)cc2)=NC1O (stereo not drawn),-3,3,/,/
Cc1ccc(OP2(=O)Nc3cc(C)c(C)cc3S2)cc1 (stereo not drawn),-1,8,/,/
CSc1nc(NC(C)C)nc(NC(C)C)n1,-1,3,/,/
COc1cc2c(cc1OC)C13CCN4C=C5CCOC6CC(=O)N2C1C6C5CC43 (stereo not drawn),-5,8,/,/
Cn1cccc1/C=C1\C(=O)NC(=O)N(Cc2ccco2)C1=O,24,3,/,/
CC1=C(C)CC2(C(=O)NC(=O)NC2=O)C(C)C1 (stereo not drawn),2,11,/,/
CC(=O)N1Cc2cnnn2-c2ccccc2C1C#N (stereo not drawn),1,8,/,/
C[N+](C)(C)CC1CCCC1=O (stereo not drawn),-1,11,/,/
Cc1ccc(-n2c(CNCc3ccc(F)cc3)nc3ccccc3c2=O)cc1,0,11,/,/
COc1ccc(C=C2C(=O)NC(=S)NC2=O)cc1,-5,10,/,/
C[C@H]1[C@@H](OS(=O)(=O)O)C[C@@H]2C[C@H]([C@@H](O)c3cc(=O)[nH]c(=O)[nH]3)NC3=NC[C@H]1N32,9,6,/,/
CCC(C)NC(=O)CCC(=O)OC1O[C@H]2OC3(C)CC[C@H]4[C@H](C)CCC(C1C)C24OO3 (stereo partly drawn),5,5,/,/
N#C/C(=C\c1ccc(O)cc1)C(=O)O (tested in a mixture with another compound),-8,7,/,/
Cc1ccc2c(C)cccc2c1,-1,0,/,/
CC1CCCN1CCC(C(N)=O)(c1ccccc1)c1ccccc1 (stereo not drawn),-9,8,/,/
O=C1C(=O)N(c2ccccc2)P(=O)(N(CCCl)CCCl)N1c1ccccc1,5,9,/,/
C=C(COC(C)=O)CC1CC(O)[C@]2(C)OC3CC4OC5C[C@]6(C)O[C@]7(C)CCC8OC9C[C@]%10(C)OC%11C(C)=CC(=O)OC%11CC%10OC9C[C@@H](C)C8OC7CC6O[C@]5(C)C/C=C\C4OC3CC2O1 (stereo partly drawn),6,5,/,/
CCC1(CCO)C(=O)NC(=S)NC1=O,0,6,/,/
CC(C)CC1(CCc2ccccc2)C(=O)NC(=O)NC1=O,16,7,/,/
CC(=O)N1Cc2cnnn2-c2ccccc2C1(C)C#N (stereo not drawn),4,1,/,/
COC1C(C)OC(OC2CC(C)(O)Cc3cc4c(c(O)c32)C(=O)c2c(O)cc3c(c2C4=O)OC2OC3(C)C(O)C(N(C)C)C2O)C(OC)C1(C)OC (stereo not drawn),-9,-22,/,/
C[C@]12CCC3C(CC[C@@H]4[C@H]5O[C@H]5CC[C@]34C)C1CC[C@@H]2O (stereo partly drawn),-3,17,/,/
O=C1NC(=O)C2(CCCC2)C(=O)N1,2,2,/,/
C#C[C@]1(O)CCC2C3CC=C4C[C@H](O)CC[C@]4(C)C3CC[C@@]21C (stereo partly drawn),-4,8,/,/
CC1CN1P(=O)(Oc1ccccc1)N1CC1C (stereo not drawn),-2,2,/,/
O=C(Cc1ccccc1)OCC(=O)c1ccccc1,9,3,/,/
O=C(CCN1CC1)OCCOC(=O)CCN1CC1,-4,1,/,/
CC1([N+](=O)[O-])COP(=O)(NC2CCCC2)OC1 (stereo not drawn),-7,6,/,/
COc1cc(/C=C/[N+](=O)[O-])ccc1OC(=O)c1cccnc1,4,3,/,/
c1ccc(CCc2ccc3n2Cc2cnnn2-c2ccccc2-3)cc1,-11,5,/,/
COc1ccc2c(c1)C(NC(C)=O)CCc1cc(OC)c(OC)c(OC)c1-2 (stereo not drawn),0,8,/,/
CN1C2CCC1CC(OC(=O)c1cccc(O)c1)C2 (stereo not drawn),6,6,/,/
CN(C)CC(C(=O)Cc1ccccc1)c1ccccc1 (stereo not drawn),7,10,/,/
c1cc2c(cc1NC1=NCCO1)CCCC2,8,-1,/,/

# (next part)
SMILES,PAFAH2 inh,PAFAH1B3 FP inh,PAD4 FP inh,PREPL inhibitor
NNC(=O)c1nc[nH]c1C(=O)Nc1ccc(Cl)cc1C(=O)c1ccccc1,-23,-14,/,/
O=C(NN=Cc1ccc(N(CCCl)CCCl)cc1Cl)c1cccnc1,0,4,/,/
Oc1ccc(CCN2CCCCC2)cc1,1,9,/,/
CCC1CCC(C)N(N=O)C1 (stereo not drawn),-1,11,/,/
CC12CCC(=O)CC1CCC1C2C(=O)CC2(C)C1CCC2(C)O (stereo not drawn),10,9,/,/
Cc1cc2c(cc1C)NP(=S)(c1ccccc1)N2,13,2,/,/
CCC1CN2CCc3cc(OC)c(OC)cc3C2CC1CC1NCCc2c1[nH]c1ccc(O)cc21 (stereo not drawn),6,9,/,/
Cc1ccc(C2CC3CCC(C2)N3Cc2ccccc2F)cc1 (stereo not drawn),5,6,/,/
CCc1nc2ccccc2c(=O)n1-c1ccccc1OC,6,2,/,/
COc1ccccc1-n1c(-c2ccc(C)cc2)nc2ccccc2c1=O,3,7,/,/

# 4 compounds from above with just PAFAH1B3 FP inh, PAD4 FP inh and PREPL inhibitor.
molecule	PAFAH1B3 FP inh	PAD4 FP inh	PREPL inhibitor
NNC(=O)c1nc[nH]c1C(=O)Nc1ccc(Cl)cc1C(=O)c1ccccc1	-14	/	/
CCC1CN2CCc3cc(OC)c(OC)cc3C2CC1CC1NCCc2c1[nH]c1ccc(O)cc21 (stereo not drawn)	9	/	/
O=C(NN=Cc1ccc(N(CCCl)CCCl)cc1Cl)c1cccnc1	4	/	/
Cc1ccc(C2CC3CCC(C2)N3Cc2ccccc2F)cc1 (stereo not drawn)	6	/	/

# Additional records.
SMILES,PAFAH2 inh,PAFAH1B3 FP inh,PAD4 FP inh,PREPL inhibitor
CN1C(=O)C(=Cc2cn(CC#N)c3ccccc23)C(=O)N(C)C1=O,17,3,/,/
S=P1(Oc2ccccc2)Nc2ccccc2N1,14,10,/,/
Cc1ccnc(NC(=O)CCCc2ccc(N(CCCl)CCCl)cc2)n1,0,3,/,/
O=C(O)C1(Br)CC12c1ccccc1-c1ccccc12 (stereo not drawn),1,6,/,/
C(=NC1CCCCC1)c1c[nH]c2ccccc12,5,6,/,/
CC1CC=CCC12C(=O)NC(=S)NC2=O (stereo not drawn),3,11,/,/
COc1ccc(CN2Cc3cnnn3-c3ccccc3C2C)cc1 (stereo not drawn),1,8,/,/
CC1(C)NC(=S)C(C)(C)N1N=O,4,12,/,/
CNC1(c2ccc(F)cc2)CCCCC1,0,9,/,/
O=C1NC(=O)C(=Cc2cccs2)C(=O)N1,5,10,/,/
NC1(C(=O)O)CCCc2ccc(N(CCCl)CCCl)cc21 (stereo not drawn),-1,-2,/,/
C[C@]12CCC(=O)C=C1C=CC1C2CC[C@@]2(C)C1CC[C@@H]2O (stereo partly drawn),-1,4,/,/
Cc1cccc(C(O)(C(=O)O)c2ccccc2)c1 (stereo not drawn),-3,3,/,/
Cc1ccc(NP(=O)(Oc2ccccc2)Oc2ccccc2)cc1,-10,-2,/,/
CCN1C(=O)NC(=O)C2(CCCC2)C1=O,-3,0,/,/
Cc1ccc(O)c(CN2CCC3CCC(C3)C2)c1 (stereo not drawn),-6,11,/,/
C[N+](C)(C)CC1CCCc2ccccc2C1=O (stereo not drawn),5,6,/,/
CN(C)P(=O)(N(C)C)N1CC1,-4,9,/,/
O=C(COc1ccc(Cl)cc1)NCCc1cnc[nH]1,-7,5,/,/
COc1cccc(NP2(=O)OCC(C)([N+](=O)[O-])CO2)c1 (stereo not drawn),4,-1,/,/
CCC(C)C1NC(=O)C2CCCN2C(=O)C(CC(C)C)OC(=O)CCNC(=O)C(C)N(C)C(=O)C(C(C)C)N(C)C1=O (stereo not drawn),-8,-2,/,/
CSc1nc(C)c(Br)c(N2CC2)n1,5,1,/,/
N#Cc1ccc(C(=O)N2Cc3cnnn3-c3ccccc3C2C#N)cc1 (stereo not drawn),1,7,/,/
CC1CC(C)(O)CC(C(O)CC2CC(=O)NC(=O)C2)C1=O (stereo not drawn),0,11,/,/
COc1ccc(OCC(=O)N2CCN(Cc3c[nH]c4ccccc34)CC2)cc1,3,1,/,/
c1ccc(C(CN2CCCCC2)c2ccccc2)cc1,1,5,/,/
NC(Cc1ccccc1)c1nn[nH]n1 (stereo not drawn),2,3,/,/
c1cncc(CNCCN2CCNCC2)c1,3,5,/,/
O=C1NC(=S)NC(=O)C1Cc1ccccc1,1,-5,/,/
COc1cc(C2c3cc4c(c(O)c3CC3COC(=O)C32)OCO4)cc(OC)c1OC (stereo not drawn),6,5,/,/
Cc1ccc(NC(=O)N2CC2)cc1NC(=O)N1CC1,3,0,/,/
CC1CC(C)CC(C)C(O)C(C#N)=CC=CCC(C2CCCC2C(=O)O)OC(=O)CC(O)C(C)C1 (stereo not drawn),-4,10,/,/
NP(=O)(Oc1ccccc1)Oc1ccccc1,1,8,/,/

# From PubChem
